# Screening data: PubChem, National Center for Advancing Translational Sciences (NCATS)
# Sm TGR inh: qHTS Assay for the Inhibitors of Schistosoma Mansoni Peroxiredoxins. Potency, µM (doses to about 114 µM), inactives show at the top dose activity change, negative = inhibition, hits mostly inhibitors. purified TGR, DTNB reduction, TNB absorbance 405 nm. hit rate 3% among 360,000. AID 485364, 2010; further: potency means the concentration at half of the fitted maximal effect; nearly all actives have a fitted effect of over 60% in size
#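 TGR 20 nM + NADPH 100 uM (dispensed conc.), cpd preinc 15 min RT; start with NADPH (500 uM addition) then DTNB (15 mM addition). Kinetic TNB absorbance, 405 nm filter. Four-parameter Hill fit across titration.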
# AmpC detergent: qHTS Inhibitors of AmpC Beta-Lactamase (assay with detergent); P00811; AmpC hydrolysis of nitrocefin, absorbance 480 nm, 0.01% Triton; Potency, µM (titrated, usually from 114 µM), inactives show at the top dose activity change, negative = inhibition, usual class: inhibitors; hit rate 0.041% among 370,000; AID 485294, 2010;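 further: potency means the concentration at half of the fitted maximal effect; 0% = no-compound wells and -100% = no-enzyme wells; nearly all actives have a fitted effect of over 25% in size; some results filed as inactive show a strong effect at the top dose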
# Target sequence (P00811 whole entry, looked up): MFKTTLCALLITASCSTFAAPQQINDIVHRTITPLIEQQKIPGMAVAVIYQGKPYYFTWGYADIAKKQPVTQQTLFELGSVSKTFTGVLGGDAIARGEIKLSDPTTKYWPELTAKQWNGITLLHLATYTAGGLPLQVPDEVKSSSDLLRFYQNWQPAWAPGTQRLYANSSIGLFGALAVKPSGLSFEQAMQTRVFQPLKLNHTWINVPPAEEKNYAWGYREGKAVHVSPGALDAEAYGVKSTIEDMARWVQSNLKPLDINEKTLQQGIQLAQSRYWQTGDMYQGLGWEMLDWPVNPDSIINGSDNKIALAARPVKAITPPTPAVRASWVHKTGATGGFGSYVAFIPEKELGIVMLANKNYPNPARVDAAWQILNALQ
#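 20 mM phosphate pH 7.0 + 0.01% (detergent screen) or 0.0001% Triton X-100; 5.3 nM AmpC reagent; cpd preinc 15 min RT; nitrocefin (800 uM stock) to start; A480 q20 s × 4 min; Activity was normalised to no-enzyme and no-compound control wells.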
# LmPK inh: qHTS Assay for Inhibitors of Leishmania Mexicana Pyruvate Kinase (LmPK). Q27686. hit rate 0.37% among 290,000. purified LmPK, Kinase-Glo ATP luminescence, 1 h. Potency, µM (top dose mostly 57.5 µM), for inactives: at the highest dose activity change, negative = inhibition, most hits filed as inhibitors; further: potency means the concentration at half of the fitted maximal effect
# Target sequence (Q27686 whole entry, looked up): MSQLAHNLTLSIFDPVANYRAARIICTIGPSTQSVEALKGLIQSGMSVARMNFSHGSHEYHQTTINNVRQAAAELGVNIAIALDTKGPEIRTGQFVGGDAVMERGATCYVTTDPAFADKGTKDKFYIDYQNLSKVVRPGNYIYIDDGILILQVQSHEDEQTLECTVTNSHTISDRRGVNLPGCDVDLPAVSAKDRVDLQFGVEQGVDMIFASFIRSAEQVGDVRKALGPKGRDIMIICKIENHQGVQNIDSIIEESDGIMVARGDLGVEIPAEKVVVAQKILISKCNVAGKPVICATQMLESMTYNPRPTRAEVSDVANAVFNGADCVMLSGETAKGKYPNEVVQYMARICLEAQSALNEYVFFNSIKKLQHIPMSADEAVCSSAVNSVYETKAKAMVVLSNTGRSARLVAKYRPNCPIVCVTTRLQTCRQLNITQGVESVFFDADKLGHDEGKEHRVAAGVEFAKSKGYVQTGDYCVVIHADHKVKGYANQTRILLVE
#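 Screened at intermediate enzyme activity to detect both inhibitors and activators: LmPK at 0.1 nM, with a 0.5 nM enzyme column as activation reference. PEP 0.5 mM, ADP 0.1 mM; ATP detected by luminescence after 1 h.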
# AmpC inh no detg: qHTS Inhibitors of AmpC Beta-Lactamase (assay without detergent). P00811. AmpC nitrocefin hydrolysis, absorbance 480 nm, 0.0001% Triton. Potency, µM (titrated, usually from 57.1 µM), inactives show at the top dose activity change, negative = inhibition, hits mostly inhibitors. hit rate 0.52% among 330,000. AID 485341, 2010;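 further: potency means the concentration at half of the fitted maximal effect; plate controls were no compound for no effect and no enzyme for full effect; nearly all actives have a fitted effect of over 20% in size; some results filed as inactive show a strong effect at the top dose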
#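 20 mM phosphate pH 7.0 + 0.01% (detergent screen) or 0.0001% Triton X-100; 5.3 nM AmpC reagent; cpd preinc 15 min RT; nitrocefin (800 uM stock) to start; A480 q20 s × 4 min; Activity was normalised to no-enzyme and no-compound control wells.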
# HCMV antiviral: qHTS Assay for inhibitors of the human cytomegalovirus (HCMV); HFF cells, HCMV-luciferase reporter, 72 h; hits give low values; activity change, negative = inhibition, % at 57.5 µM; hit rate 4.5% among 410,000; AID 1259415, 2018; in the data active means activity change below about -60%; inconclusive means no clear call, values can overlap the other calls; inactive means above about -39%
#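 Inhibition of viral replication was scored as loss of reporter luminescence in HFFs infected with HCMV-luciferase (MOI 1 PFU/cell) for 72 h; compounds tested at 2 doses, normalized to buffer and Salinomycin controls.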
# AMA1 RON2 block: qHTS for Inhibitors of AMA1-RON; Towards Development of Antimalarial Drug Lead: Primary Screen. hit rate 0.2% among 360,000. Plasmodium falciparum AMA1 (3D7) - RON2 peptide interaction. AlphaScreen AMA1-biotinylated RON2 peptide binding. Potency, µM (titrated, usually from 58.2 µM), without a hit: top-dose activity change, negative = inhibition, actives largely listed as inhibitors;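 further: potency means the concentration at half of the fitted maximal effect; 0% = vehicle wells and -100% = peptide control; nearly all actives have a fitted effect of over 45% in size; some results filed as inactive show a strong effect at the top dose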
#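 AMA1 (3D7) with his tag at 25 nM final met compounds first, then biotinylated RON2 peptide at 25 nM; detection used donor plus acceptor beads, 10 µg/mL apiece, read by AlphaScreen after 30 min at room temperature.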
# Tb PYK inh: qHTS of Trypanosoma Brucei Inhibitors | pyruvate kinase (Trypanosoma brucei), Q57TT1 | TbPYK enzyme, Kinase-Glo Plus ATP luminescence, 45 min | Potency, µM (highest dose often 76.8 µM), without a hit: at the highest dose activity, negative = inhibition, most hits filed as inhibitors | hit rate 0.12% among 410,000 | AID 624173, 2012; further: potency means the concentration at half of the fitted maximal effect; nearly all actives have a fitted effect of over 50% in size
#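 TbPYK + substrate in 50 mM TEA pH 7.2, 100 mM KCl, 10 mM MgCl2, 0.05% BSA, 0.01% Tween-20; cpd pinned; ADP 130 uM final; 45 min RT; Kinase-Glo Plus 10 min; luminescence endpoint.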
# * = called active by the depositor; ? = inconclusive; · = no result given; & = joins results of further samples; [ ] = dose if it differs, or a comment. Unless noted, the call rests on the fitted dose curve; in most records, active means well fitted curve in the direction sought with a large enough effect; inconclusive means small, poorly fitted or top-dose-only effect, or another doubt; inactive means no such curve, though single readings can be large; an effect the other way counts as inactive or inconclusive. Unless noted, on the % scale 0 is the no-effect control and ±100 the full control effect.
SMILES,Sm TGR inh,AmpC detergent,LmPK inh,AmpC inh no detg,HCMV antiviral,AMA1 RON2 block,Tb PYK inh
O=C(CN1C(=O)NC2(CCCCC2)C1=O)N1CCN(S(=O)(=O)c2ccc(F)cc2)CC1,-2%,0%,·,-21%,-2,-4%,3%
O=C(O)C1CCCN1C(=O)Oc1ccccc1 (stereo unspecified),-28%,·,7%,·,2,-8%,12%
Nc1ccc2nc(-c3cccs3)[nH]c2c1,-7%,1%,?,0%,-39,0%,6%
Cc1ccc(NC(=O)Cn2ncc3ccccc32)c(Cl)c1,16%,-1%,3%,-15%,8,0%,1%
O=C(CC1(O)C(=O)N(Cc2ccc3c(c2)OCO3)c2ccccc21)c1ccccc1 (stereo unspecified),-14%,?,0%,-11%,-2,-5%,-8%
Cc1cccc(-c2n[nH]c(=S)n2/N=C/C=C/c2ccco2)c1,11µM*,-10%,-17%,-44%,46,50%[activator],?
CCn1c2ccccc2c2cc([N+](=O)[O-])ccc21,-1%,-12%,3%,-8%[11.4 µM],-20,-29%,-3%
CCCc1c(C(=O)N/N=C/C(C)=C/c2ccco2)nnn1-c1nonc1N,?,-13%,-4%,-26%,?,76%[activator],1%
CC(C)NC(=O)c1cc(-c2cccs2)nc2ccccc12,2%,-5%,0%,-12%,-5,-5%,-6%
CC1(C(=O)NS(=O)(=O)c2ccc(C#N)cc2)CCN1C(=O)c1ccccc1CCc1ccccc1 (stereo unspecified),·,·,·,·,-9,-4%,0%
CC1CCN(C(=O)CSc2nnc(-c3cccnc3)o2)CC1,-11%,4%,0%,-7%,?,15%,3%
Cn1c(SCc2cccc(F)c2)nc2c([nH]c3ccccc32)c1=O,1%,-9%,·,·,22,·,3%
Cn1nnnc1SCC(=O)NNC(=O)c1ccc(F)cc1,·,0%,2%,-6%,34,40%[activator],-1%
Cc1ccc(Cl)cc1NC(=O)COC(=O)C12CC3CC(CC(C3)C1)C2,-28%&1%,?,5%&-1%,-17%,-19&11,-13%&17%,-1%
Cc1cc(C(=O)CN2C(=O)CCC2=O)c(C)n1Cc1ccccc1,5%[11.4 µM],4%,-1%,7%,12,-28%,-5%
O=C1COc2c1ccc(O)c2O,·,·,·,·,-6,0%,-5%
COc1ccccc1-n1ccnc(SCC(=O)NCCc2ccccc2)c1=O,-18%,?,·,-1%,-17,8%,-8%
CN(Cc1ccccc1)C(=O)c1[nH]cnc1C(=O)Nc1nccs1,-25%,-6%,·,-8%,74,45%[activator],-4%
CC(=O)Nc1ccc(S(=O)(=O)NCCC(=O)NCc2ccco2)cc1,·,·,·,·,29,-3%,4%
COc1ccc(Cn2c(C(=O)O)c(CNCc3cccs3)c3ccc(C)cc32)cc1,-3%,-2%,·,·,-66*,·,-3%
CCCc1[nH]n(-c2nc3ccccc3s2)c(=O)c1C=NCC1CCCO1 (stereo unspecified),-9%,-14%,3%,54%,54,-12%,3%
Cc1ccc(NC(=O)/C=C\C(=O)NCC(=O)O)cc1,·,1%,0%,0%,-4,103%[activator],4%
CCc1cc(C(=O)N2CCCC(CNC(=O)c3ccc(-c4ccccc4)cc3)C2)no1 (stereo unspecified),10%,6%,-8%,101%[activator],-16,-4%,0%
CC(=O)Oc1ccccc1Cn1c(C)c(C(=O)NCc2ccccc2C(F)(F)F)sc1=O,·,·,·,·,-12,-3%,2%
COCCN(CC(=O)Nc1cc(Cl)ccc1-n1cncn1)Cc1nc2ccccc2c(=O)[nH]1,-3%,8%,·,33%,1,108%[activator],-3%
CC(=O)c1cccc(OCc2cc(C(=O)NCc3nc(C)c(C)s3)no2)c1,-20%,1%,-1%,28%,73,17%,-5%
CC1(c2ccc(OC(F)F)cc2)NC(=O)N(CC(=O)Nc2ccc3c(c2)OCO3)C1=O (stereo unspecified),1%,?,5%,-52%,20,1%,-3%
COc1ccc2[nH]c(=O)c(CNc3cc(C)ccc3C)cc2c1,-1%,-1%,4%,-11%,-28,-27%,0%
COc1ccc(C=C(C#N)c2ccc(OC)cc2)cc1,·,·,·,·,-16,63%[activator],2%
Cc1cc(NC(=O)COn2nnc3ccccc32)no1,0%,-3%,-2%,-11%,30,-9%,7%
Cc1cc(OCC(=O)NC(C)C)cc(C)c1Br,-4%,?,-6%,7%,-15,-8%,-11%
COc1ccc(C(=O)Nc2nncs2)c(OC)c1,-1%,-9%,-5%,-39%,76,-17%,-7%
Cn1c(CNC(=O)c2ccccc2F)nnc1SCc1nc2ccccc2c(=O)[nH]1,·,-5%,3%,-10%,5,·,·
Cn1c(=O)[nH]c2ncccc21,-11%,1%,1%,-1%,-25,-9%,-2%
O=C(NCC1(N2CCCCC2)CCCCC1)C1CC(=O)N(c2ccc3c(c2)OCCO3)C1 (stereo unspecified),0%,-8%,5%,10%,-17,-6%,-3%
CCc1ccccc1N(C(=O)Cn1nnc2ccccc21)C(C(=O)NCCOC)c1ccco1 (stereo unspecified),0%,3%,-1%,84%[activator],-12,14%,-1%
CC(c1ccccc1)N1CC(C(=O)Nc2ccc(F)cc2)CC1=O (stereo unspecified),-2%,-3%,·,6%,-12,-4%,3%
Cc1cc(C)c2cc(C(=O)N3CCN(c4ncccc4C(F)(F)F)CC3)[nH]c2c1,12%,-1%,9%,59%,6,5%,0%
OCCCc1nc2ccccc2n1Cc1ccccc1,10%,-5%,-2%,-7%,-18,-1%,-7%
CCCCCc1nc2sc3c(c2c(=O)n1N)CCC3,1%,2%,4%,-21%,-16,3%,-2%
O=C1CCCC2=C1C(c1ccc(Br)cc1)c1c([nH]c(=S)[nH]c1=O)N2 (stereo unspecified),-4%,-8%,-2%,-50%,40,60%[activator],-28%
O=C(Nc1ccc(C(=O)N2CCCc3ccccc32)cc1)c1cccs1,10%,?,0%,-29%,43,-1%,3%
CC(=O)Nc1ccc(S(=O)(=O)NCCc2ccccn2)cc1,-2%,-1%,-1%,1%,8,1%,-3%
Cc1ccc2nc3ccc(N4CCN(C)CC4)nn3c(=O)c2c1,-9%,0%,-1%,-20%,222,5%,7%
C=C(C)C1CC=C(C)/C(=N/NC(=S)Nc2ccccc2)C1 (stereo unspecified),-10%,-7%,1%,-53%,-15,24%[2.32 µM],-11%
Cc1cc(C(=O)Nc2ccc(F)cc2C)cs1,?,3%,-6%,-1%,-7,-5%,4%
CN(C)c1ccc(P(=O)(OC2CCCCC2)C(O)c2ccccn2)cc1 (stereo unspecified),5%,-9%,0%,32%,43,72%[activator],0%
S=c1nc2ccccc2c2nc(-c3ccccc3)[nH]n12,2%,-12%,-4%,-18%,81,98%[activator],-10%
O=C(c1ccc2ccccc2n1)N1CCN(c2ccccc2)CC1,-7%,-1%,5%,-7%,44,-7%,0%
C=CCOc1ccc(/C=N/n2cncn2)cc1OC,2%,-5%,1%,-23%,55,9%,-5%
COc1ccc([N+](=O)[O-])c(OC)c1C(=O)NC(=O)Nc1nc(C)nc(C)n1,-21%,-1%,-1%,-6%,-9,-7%,-2%
O=C(O)C1Cc2[nH]cnc2C(c2ccccc2O)N1 (stereo unspecified),-35%,-6%,-1%,-17%,4,25%,-4%
CCOc1ccccc1CNC(c1ccccc1)c1ccccc1,7%,-6%,-5%,-18%,29,11%,2%
O=C(C1=C[C@@H](c2ccc(Br)cc2)C[C@@H](OCc2ccc(CO)cc2)O1)N1CCOCC1,0%,-5%,3%,171%[activator],-14,8%,-4%
CC(C)OC(=O)Cn1nnc2c(cnn2-c2ccccc2)c1=O,-12%,?,-2%,-11%,4,5%,-13%

# Limited to AmpC inh no detg, for some of the entries so far:
Compound	AmpC inh no detg
CCOc1ccccc1CNC(c1ccccc1)c1ccccc1	-18%
O=C(C1=C[C@@H](c2ccc(Br)cc2)C[C@@H](OCc2ccc(CO)cc2)O1)N1CCOCC1	171%[activator]
O=C(O)C1Cc2[nH]cnc2C(c2ccccc2O)N1 (stereo unspecified)	-17%

# Structures listed so far with fluorine:
SMILES,Sm TGR inh,AmpC detergent,LmPK inh,AmpC inh no detg,HCMV antiviral,AMA1 RON2 block,Tb PYK inh
O=C(CN1C(=O)NC2(CCCCC2)C1=O)N1CCN(S(=O)(=O)c2ccc(F)cc2)CC1,-2%,0%,·,-21%,-2,-4%,3%
Cn1c(SCc2cccc(F)c2)nc2c([nH]c3ccccc32)c1=O,1%,-9%,·,·,22,·,3%
Cn1nnnc1SCC(=O)NNC(=O)c1ccc(F)cc1,·,0%,2%,-6%,34,40%[activator],-1%
CC(=O)Oc1ccccc1Cn1c(C)c(C(=O)NCc2ccccc2C(F)(F)F)sc1=O,·,·,·,·,-12,-3%,2%
CC1(c2ccc(OC(F)F)cc2)NC(=O)N(CC(=O)Nc2ccc3c(c2)OCO3)C1=O (stereo unspecified),1%,?,5%,-52%,20,1%,-3%
Cn1c(CNC(=O)c2ccccc2F)nnc1SCc1nc2ccccc2c(=O)[nH]1,·,-5%,3%,-10%,5,·,·
CC(c1ccccc1)N1CC(C(=O)Nc2ccc(F)cc2)CC1=O (stereo unspecified),-2%,-3%,·,6%,-12,-4%,3%
Cc1cc(C)c2cc(C(=O)N3CCN(c4ncccc4C(F)(F)F)CC3)[nH]c2c1,12%,-1%,9%,59%,6,5%,0%
Cc1cc(C(=O)Nc2ccc(F)cc2C)cs1,?,3%,-6%,-1%,-7,-5%,4%
